# Assay outcomes deposited in PubChem BioAssay by Broad Institute.
# PGC1a acetyl inh: PGC1a acetylation modulation, inhibitor mode. U2OS PGC1a acetylation, AlphaScreen anti-acetyl-lysine; with virally co-expressed GCN5 acetyltransferase. inhibition, % at 15.6 µM. 350,000 compounds, 0.17% hits. AID 651687;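 active = every replicate shows inhibition of at least 40%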;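 note: 0% = neutral control wells and 100% = positive control wells; some results beyond the cut were filed as inactive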
# INS-1E GSIS act: GLuc luminescence reporter in INS-1E cells, primary screen for activators of glucose-dependent secretion of insulin | INS-1E GLuc reporter insulin secretion, 2-3 h | activation, % at 16.6 µM | 370,000 compounds, 0.61% hits | AID 743287;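 active = lowest replicate activation of at least 40%, so every replicate reaches that level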;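 note: 0% = median of neutral control wells and 100% = median of IBMX positive control wells; some compounds called inactive have numbers as strong as hits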
# PglD DTNB: blocks C. jejuni PglD acetyltransferase activity; purified PglD enzyme, DTNB colorimetric CoA detection; inhibition, % at 12.5 µM; 360,000 compounds, 0.098% hits; in the data active = inhibition above about 16%, passing the limit was not always enough; note: strong numbers were not always called active
# C2C12 statin: suppression of simvastatin myotoxicity; rescue of ATP level, % at 7.49 µM; 330,000 compounds, 0.78% hits; C2C12 myotubes + simvastatin, ATP luminescence, 48 h; scaled: DMSO 0, geranylgeraniol control 100; AID 602340;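 active = mean ATP rescue above about 67%, or every replicate alone reaching that limit, limit read from the data, passing the limit was not always enough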;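 note: myotubes were challenged with 10 µM simvastatin during compound exposure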
# LGR2 inh: Drosophila LGR2 receptor signaling inhibition; HEK293 LGR2, CRE-luciferase, bursicon-stimulated, 4 h; inhibition, % at 9.99 µM; 380,000 compounds, 0.35% hits;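 active = drop in luminescence signal, shown as inhibition above about 50% in the replicate tests, limit read from the data, passing the limit was not always enough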;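 note: agonist challenge used bursicon conditioned medium at about half maximal strength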
# ARNT TACC3 PPI: ARNT/TACC3 interaction disruption; Q9Y6A5; AlphaScreen His-ARNT PAS-B/GST-TACC3 binding, luminescence; TACC3 fragment carries E629A point mutation; inhibition, % at 9.99 µM; 390,000 compounds, 0.66% hits;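 active = mean inhibition of replicates at least 50% and at least half of replicates each reaching 50%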;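 note: 0% = complete ARNT plus TACC3 wells and 100% = ARNT alone without TACC3; many hits fall short of the cut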
# Cneo AK release: causes C. neoformans cell lysis | adenylate kinase release luminescence, 4 h; normalised: neutral wells 0, clomiphene wells 100 | lysis activity, % at 15 µM | 360,000 compounds, 0.2% hits | AID 651654;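 active = mean lysis activity across replicates of at least 80%, whatever share of replicates individually reach that level; inactive = mean lysis activity below 80%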
#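 Assay system: C. neoformans cells. Amount: yeast cell density of 5 × 10^6 cells/mL. Technique: AK luminescence. Buffer or medium: YPD. Times: static 4 h at 37 °C with compound, 1 h detection. Dosing: single-point compound dose. Read-out: lysis from increased AK signal.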
# PAX8 reporter: lowers PAX8-driven luciferase in RMG-I cells. inhibition, % at 12.6 µM. 360,000 compounds, 1.2% hits. RMG-I TPO-luciferase reporter, SteadyGlo, 24 h;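 active = mean replicate inhibition at least 60% with every replicate also reaching 60%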;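 note: luciferase light reporting Pax8 driven TPO promoter activity; plate controls were median of neutral control wells for no effect and mitoxantrone controls for full effect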
# * = called active by the depositor; x = no result given; & = joins results of further samples.
SMILES,PGC1a acetyl inh,INS-1E GSIS act,PglD DTNB,C2C12 statin,LGR2 inh,ARNT TACC3 PPI,Cneo AK release,PAX8 reporter
CC(C)Cn1c(=O)c2c(nc3n2CCCN3CCc2ccccc2)n(C)c1=O,2.1,x,-3.0,x,x,10.9,3.1,x
Cc1cc(C)n(CC(O)Cn2c3ccccc3c3ccccc32)c(=O)n1 (configuration not stated),-6.9,x,-0.7,1.5,x,-5.5,1.5,x
CCOC(=O)c1sc(NC(=S)NC(=O)CC(C)C)cc1C,-12.5,x,-0.4,-41.8,x,5.3,2.9,-117.1
C[C@@H]1CN([C@H](C)CO)C(=O)c2cc(NS(=O)(=O)c3cn(C)cn3)ccc2O[C@@H](C)CCCCO[C@@H]1CN(C)S(=O)(=O)c1cccs1,-12.2,18.8,14.9,x,3.7,-1.6,5.7,4.1
COc1ccc(NC(=O)N2CCCCC2)cc1,-0.5,13.0,-2.0,x,-22.0,x,-0.2,x
CC1=C(C(=O)Nc2ccccc2C(=O)N2CCCCC2)SCCO1,0.0,-3.6,-2.3,-3.6,-2.1,-5.5,24.7,-5.6
CCOC(=O)CCC(=O)OCC(=O)NC(C)C1CC2CCC1C2 (configuration not stated),x,x,2.0,11.4,x,2.3,0.6,x
Cc1cccc(CN2CCCC(C(=O)Nc3ccc(-c4cscn4)cc3)C2)c1 (configuration not stated),x,-8.9,-1.8,-4.6,-1.8,-1.6,2.3,17.7
CCOc1cc(-c2nnc(NC(=O)c3ccco3)o2)cc(OCC)c1OCC,-11.1,0.1,-4.4,-9.5,1.1,22.2,3.9,-8.6
N=C1S/C(=C\c2ccccc2)C(=O)N1c1ccc(F)cc1,1.3,14.9,x,2.7,-59.8,1.7,x,3.4
CO[C@@H]1CN(C)C(=O)c2ccc(NS(=O)(=O)c3ccc(Cl)cc3)cc2OC[C@@H](C)N(C)C[C@H]1C,-11.4,12.1&-6.5,-1.7,-5.1,4.1,-7.5,-2.8,1.6
COCCCNc1ccn2nc(-c3cc(OC)c(OC)c(OC)c3)cc2n1,-0.6,13.3,-1.5,3.9,-6.6,x,0.3,4.9
O=C(CN1CCN(c2ncccn2)CC1)Nc1ccccc1C(F)(F)F,x,5.6,x,x,-3.1,-20.7,x,27.1
O=C(NCc1ccco1)c1ccc(OC2CCN(Cc3ccccn3)CC2)cc1,-3.5,4.1,-7.4,-5.7,-13.9,x,1.1,10.0
CCCCNC(=O)C(OC(=O)c1ccccc1)c1ccco1 (configuration not stated),x,x,-0.9,x,x,7.3,-3.7,11.1
C[C@@H]1CN([C@@H](C)CO)C(=O)c2cc(/C=C/c3ccccc3)cnc2O[C@H]1CN(C)C(=O)c1ccccc1,3.9,-25.7,2.4,57.6,0.2,5.2,-1.3,x
Cc1cc(C)cc(NC(=O)Nc2ccc3c(c2)C(=O)N(C)[C@H]2CC[C@H](CC(=O)O)O[C@@H]2CO3)c1,-0.1,-0.2,-0.8,-25.0,-6.0,-0.9,-2.9,-1.3
COc1cc(-c2noc(C)c2C(=O)NCC[C@@H]2CCCN2C)cc(OC)c1OC,-7.0,-7.6,4.6,-13.3,2.5,8.5,-1.5,-18.7
COc1ccc(CCC(=O)Nc2ccc(S(=O)(=O)Nc3nccc(C)n3)cc2)cc1,14.4,7.8,-0.5,11.6,-7.9,-6.4,-2.7,-8.0
COc1cccc(C2c3[nH]c4ccccc4c3CCN2CCCn2cccn2)c1 (configuration not stated),x,-3.6,8.2,7.9,-21.7,7.3,2.4,17.4
Cc1ccc(-c2n[nH]c(=S)n2-c2ccccc2)cc1,20.4,4.4,-1.0,-13.7,x,-14.7,9.5,x
COCC(=O)Nc1ccc2c(c1)C(=O)N(C)C[C@H](OC)[C@@H](C)CN(C(=O)c1cnccn1)[C@@H](C)CO2,1.6,6.2,-2.5,-30.2,1.2,-0.1,-1.8,x
CCOC(=O)c1oc2ccccc2c1COC(=O)CNC(=O)c1ccccc1F,x,-7.5,-7.5,9.1,-9.2,x,-0.8,5.9
C[C@@H]1CN([C@@H](C)CO)C(=O)c2cc(NC(=O)Cc3cn(C)c4ccccc34)ccc2O[C@@H]1CN(C)S(=O)(=O)c1ccccc1,9.4,-0.5,6.5,7.8,x,0.3,6.9,19.1
COC(=O)CCC(=O)OC1(C)C(=O)C=C2C=C(C3CC3)N(CCN3CCOCC3)C=C2C1=O (configuration not stated),3.0,-2.2,0.0,3.8,-6.0,3.4,0.4,0.9
COc1ccccc1C(=O)N/C(=C\c1cn(S(=O)(=O)N(C)C)c2ccccc12)C(=O)N1CCOCC1,-13.2,48.6,0.1,-9.7,3.2,3.7,1.8,19.0
COc1ccc(/C=C/C(=O)Nc2c(C(=O)O)[nH]c3ccccc23)cc1OC,3.1,-9.5,2.4,x,-9.1,3.7,-0.6,6.1
CCCC(C)c1nnc(NC(=O)CCS(=O)(=O)Cc2ccccc2)s1 (configuration not stated),x,14.2,3.5,13.8,3.2,0.6,0.3,15.5
COC(=O)CC/C(O)=C1\C(=O)CC(C)(C)CC1=NCCc1nc2ccccc2[nH]1,0.1,13.2,8.3,-0.2,3.3,3.3,-0.7,0.5
COc1ccc(C)cc1NC(=O)c1ccc(S(=O)(=O)N2CCOCC2)cc1,0.3,x,0.9,2.0,x,-5.0,-0.4,19.2
CCc1cccc(C)c1NC(=O)CN1C(=O)c2ccccc2S1(=O)=O,-7.9,4.8,2.0,-0.4,10.0,-4.6,-0.6,1.6
CCn1cc(CN2CCCC(CO)(Cc3cccc(Cl)c3)C2)cn1 (configuration not stated),-3.9,25.1,x,x,24.9,-3.9,x,16.9
COc1ccc(S(=O)(=O)N(C)C[C@H]2Oc3ccc(NC(=O)Nc4ccc(C(F)(F)F)cc4)cc3CC(=O)N([C@H](C)CO)C[C@@H]2C)cc1,7.8,-7.2,3.1,-41.6,-3.5,0.8,-1.0,79.1*
COc1ccc(C2CC(c3ccc4ccccc4c3)=NN2C(=O)CN2C(=O)CCC2=O)cc1 (configuration not stated),-5.3,-5.3,-6.7,8.6,-4.7,1.4,-2.3,-21.5
Cc1ccc(NC(=O)COc2ccccc2)c(NC(=O)c2ccco2)c1,x,16.2,3.1,7.2,-1.5,x,-1.0,-150.4
CC(C)CNC(=O)/C=C/c1cccs1,x,-1.2,x,x,-26.6,-9.5,x,-22.1
C=CCN1C(=O)c2ccc(C(=O)N(C)CC(=O)Nc3c(C)cccc3C)cc2C1=O,x,16.0,0.9,-2.4,9.4,1.1,-0.6,2.4
O=C(N/N=C/c1c(Nc2cccc(C(F)(F)F)c2)nc2ccccn2c1=O)c1ccccc1[N+](=O)[O-],0.5,-1.9,-1.5,12.4,-2.0,-3.4,2.4,31.4
COC(=O)C(NC(C)=O)(Nc1nc2ccc(S(C)(=O)=O)cc2s1)C(F)(F)F (configuration not stated),6.7,x,6.5,-0.7,x,1.2,4.7,x
COc1cccc(C2c3cc4c(cc3OC(N3CCCC3)C2C)OCO4)c1O (configuration not stated),6.3,x,x,x,2.7,1.2,x,15.1
O=C(Nc1ccccc1)[C@H]1[C@H](CO)[C@H]2Cn3c(cccc3=O)[C@@H]1N2C(=O)c1ccccc1,x,0.0,3.2,-8.5,-4.3,11.5,2.2,x
N=c1c(C(=O)NCC2CCCO2)cc2c(=O)n3ccccc3nc2n1C1CCCCC1 (configuration not stated),5.0,5.9,1.1,-1.0,13.6,-7.2,0.6,-11.4
O=C(CN1CCN(S(=O)(=O)c2ccc(F)cc2)CC1)Nc1ccnn1C1CCCC1,x,-8.5,x,13.0,-10.5,7.9,x,3.2
CCCS(=O)(=O)N1CCC(C(=O)N2CCc3ccccc3C2)CC1,6.3,x,-1.5,-3.7,x,11.2,0.4,x
O=C(Oc1c(Cl)cc(Cl)c2ccccc12)N1CCCC1,1.8,-37.5,-1.0,15.1,2.4,-0.6,0.1,x
COc1ccc(Cl)cc1NC(=O)NCc1ccccn1,5.3,9.2,5.4,x,0.3,x,0.1,-15.6
C=CCOC(=O)C1=C[C@H](C2CCCCC2)C[C@H](OCc2ccc(CO)cc2)O1,9.0,x,2.5,1.2,-2.0,7.1,-1.3,-19.5
Cc1cnc(C(=O)Nc2cccc3ncccc23)cn1,-0.9,x,-0.1,-9.0,x,-0.4,0.8,x
COc1cccc(NC(=O)N2CC(=O)N3[C@H](C2)[C@@H](c2ccc(C#CCC4CCCC4)cc2)[C@@H]3CO)c1,1.8,-4.0,x,x,2.0,x,x,16.9
O=S(=O)(c1cccs1)N1CCCCN2[C@@H](CO)[C@H](c3ccc(Br)cc3)[C@@H]2C1,-1.7,-11.8,6.0,4.3,7.7,0.3,2.5,5.5
C[C@H]1CN([C@@H](C)CO)C(=O)c2cccc(NS(=O)(=O)c3ccc(F)cc3)c2O[C@@H]1CN(C)C(=O)Nc1cccc2ccccc12,-7.6,-11.9,x,x,-10.7,x,x,9.3
CCCN1CCC(NC(=O)Nc2ccc(F)cc2F)CC1,-4.7,x,-0.9,-0.5,x,4.6,0.6,x
CC(C)(C)C(=O)Nc1ccc(Oc2ccc3c(c2)C(=O)N(c2ccc(O)cc2)C3=O)cc1,7.2,x,-4.9,3.6,x,-3.0,2.0,x
COc1cc(C)nc(OCCNC(=O)COc2ccc(Cl)cc2C)n1,-2.2,x,-2.0,x,x,3.4,2.0,x
CC(C)N(C)C(=O)c1ccc(OC2CCN(CCc3ccccc3)CC2)cc1,-2.4,-5.7,x,x,4.7,-1.2,x,20.8
O=C(CCNC(=O)c1ccccc1Cl)Nc1cccc(S(=O)(=O)N2CCCCC2)c1,x,-16.3,5.5,23.1,-3.8,-7.3,-1.3,16.7
NNc1nc(-c2ccccc2)c2cc(Br)ccc2n1,22.8,48.8*,0.0,16.6,-49.0,-7.8,-4.2,5.0
CCCCCn1c(SCC(=O)c2ccccc2)nc2cc(C(=O)NCC3CCCO3)ccc2c1=O (configuration not stated),4.5,1.5,4.0,8.7,0.1,-5.0,-4.0,13.7
CCC(C)NC(=S)N(CCc1ccccc1)Cc1cc2cc(OC)c(OC)cc2[nH]c1=O (configuration not stated),-15.2,-19.2,-7.8,-0.6,8.5,9.1,4.1,18.1
O=C(Nc1ccc2c(c1)OCO2)Nc1ccc(F)cc1F,x,x,-6.3,-2.4,-58.8,6.0,-4.0,x
C[C@@H]1CN([C@@H](C)CO)C(=O)c2cc(NC(=O)C3CC3)ccc2O[C@H]1CN(C)C(=O)Nc1ccc(C(F)(F)F)cc1,-2.0,-14.4,-1.5,8.2,-21.1,-3.4,7.2,x
NC(=O)c1ccc[n+](CC(=O)c2ccc(F)cc2)c1,x,12.3,x,x,15.1,-7.6,x,-4.1
